TPT1 inh: blocks Candida albicans tRNA 2'-phosphotransferase. inhibition, % at 5 µM. actives 0.81% (n = 300,000). AID 1962. recombinant caTPT1, FP RNA substrate dephosphorylation;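 active means inhibition above the mean of all tested compounds plus 3 SD, set per screening campaign, cut at about 24% in these data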;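 further: plate controls were DMSO alone for no effect and ferristatin control at 100 nM for full effect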
PP5 inh: blocks human protein phosphatase 5 activity | P53041 | purified PP5c, OMFP substrate fluorescence | inhibition, % at 6.7 µM | actives 0.18% (n = 320,000) | AID 1987;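 active means inhibition above the campaign's mean inhibition across all tested compounds plus 3 SD, cut at about 9.5% in these data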;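 further: 0% = DMSO only and 100% = 100 µM cantharidin control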
Target sequence (P53041 whole entry, looked up): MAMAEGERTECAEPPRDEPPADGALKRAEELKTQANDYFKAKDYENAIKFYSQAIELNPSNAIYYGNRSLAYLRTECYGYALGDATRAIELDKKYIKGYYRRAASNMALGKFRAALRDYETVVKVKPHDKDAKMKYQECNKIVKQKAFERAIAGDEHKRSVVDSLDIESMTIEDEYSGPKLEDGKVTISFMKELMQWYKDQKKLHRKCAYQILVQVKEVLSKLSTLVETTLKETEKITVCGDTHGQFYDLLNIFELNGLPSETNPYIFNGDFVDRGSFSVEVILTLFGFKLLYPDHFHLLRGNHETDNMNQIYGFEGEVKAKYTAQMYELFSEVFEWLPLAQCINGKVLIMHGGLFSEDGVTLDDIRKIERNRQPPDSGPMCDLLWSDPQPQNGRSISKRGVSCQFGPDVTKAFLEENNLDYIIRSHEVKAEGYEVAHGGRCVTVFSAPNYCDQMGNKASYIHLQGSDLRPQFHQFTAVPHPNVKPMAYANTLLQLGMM
AHR activator: human AHR activation | P35869 | AHR-responsive luciferase reporter cells, luminescence | activation, % at 5 µM | actives 2.5% (n = 320,000) | AID 2796; in the data active means activation above about 47%;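 further: 0% = vehicle wells and 100% = reference agonist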
HCV core dimer: blocks dimerization of HCV core protein; TR-FRET GST/Flag-core106 dimerization, 1536-well; inhibition, % at 5 µM; actives 0.33% (n = 300,000); AID 1899;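 active means inhibition above the mean of all tested compounds plus 3 SD, set per screening campaign, cut at about 45% in these data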
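assay system = GST-tagged and Flag-tagged HCV core protein residues 1-106 | controls = unlabelled core106 and no-GST-core106 wells | incubation = compound-protein-antibody incubation 4 h at 22.5 °C | probe or stimulus = Eu donor and XL665 acceptor anti-tag antibodies | read-out = % inhibition based on acceptor/donor emission ratio | signal = TR-FRET 671 and 617 nm emission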
PP1 inh: blocks human PP1-alpha phosphatase, a PP5 counter-screen | P62136 | purified PP1alpha, OMFP fluorescence | inhibition, % at 6.7 µM | actives 0.9% (n = 320,000) | AID 2235;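 active means inhibition above the mean inhibition of all tested compounds plus 3 SD, computed separately for each screening campaign, cut at about 15% in these data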
PAFAH2 inh: PAFAH2 (human) inhibition | actives 0.99% (n = 340,000) | inhibition, % at 3.39 µM | recombinant PAFAH2, FP-rhodamine activity probe, fluorescence polarization | Q99487 | AID 492956;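 active means inhibition above the mean over all tested compounds plus 3 SD, cut at about 30% in these data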;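 further: inhibitors block probe labeling of enzyme so polarization drops; 0% = enzyme with DMSO and 100% = wells lacking PAFAH2 protein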
CTSL1 counter: cathepsin L1 inhibition, PFM18AAP counter-screen; inhibition, % at 5.96 µM; recombinant F. hepatica cathepsin L1, Z-Leu-Arg-MCA fluorescence; actives 0.49% (n = 300,000);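 active means inhibition above the mean of all tested compounds plus 3 SD, set per screening campaign, cut at about 17% in these data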;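 further: 0% = plate median of test compound wells and 100% = 1 µM Z-Phe-Ala-diazomethylketone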
procasp7 counter: activates human procaspase-7, counter-screen for procaspase-3 activators | activation, % at 8.5 µM | recombinant procaspase-7, Ac-DEVD-pNA absorbance 405 nm; D23A/D198A/D206A triple mutant, cannot self-cleave; scale: DMSO 0, 5 µM enzyme 100 | AID 463210 | actives 0.093% (n = 330,000) | P55210;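 active means percent activation above the screen-wide mean plus 3 SD, cut at about 25% in these data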
Target sequence (P55210 whole entry D23A/D198A/D206A): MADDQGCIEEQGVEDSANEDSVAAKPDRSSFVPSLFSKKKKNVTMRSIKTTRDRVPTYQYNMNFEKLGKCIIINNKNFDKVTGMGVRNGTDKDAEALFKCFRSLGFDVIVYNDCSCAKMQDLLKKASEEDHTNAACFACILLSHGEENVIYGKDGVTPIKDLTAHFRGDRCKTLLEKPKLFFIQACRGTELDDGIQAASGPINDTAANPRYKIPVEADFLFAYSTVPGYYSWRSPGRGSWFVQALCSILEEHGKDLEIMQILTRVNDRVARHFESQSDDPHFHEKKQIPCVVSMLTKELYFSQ
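Replicates: singlicate. Assay system: Procaspase-7 triple mutant (PC-7 D3A). Signal: 405 nm absorbance of p-nitroaniline. Times: 1 h preincubation, 2 h reaction. Buffer or medium: Zinc-free HEPES pH 7.4 with 300 mM NaCl, 0.01% Triton X-100. Also added: DEVD-pNA substrate. Benchmarks: DMSO wells as 0%, DMSO with 5 µM added PC-7 as 100%.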
procasp3 activ: activators of human procaspase-3; P42574; recombinant procaspase-3 D3A, Ac-DEVD-pNA absorbance 405 nm; activation, % at 8.5 µM; actives 0.11% (n = 330,000); AID 463141;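 active means activation above the mean of all tested compounds plus 3 SD, cut at about 21% in these data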;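 further: 0% = DMSO alone and 100% = DMSO wells spiked with extra 5 µM PC-3 D3A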
Target sequence (P42574 whole entry D9A/D28A/D175A): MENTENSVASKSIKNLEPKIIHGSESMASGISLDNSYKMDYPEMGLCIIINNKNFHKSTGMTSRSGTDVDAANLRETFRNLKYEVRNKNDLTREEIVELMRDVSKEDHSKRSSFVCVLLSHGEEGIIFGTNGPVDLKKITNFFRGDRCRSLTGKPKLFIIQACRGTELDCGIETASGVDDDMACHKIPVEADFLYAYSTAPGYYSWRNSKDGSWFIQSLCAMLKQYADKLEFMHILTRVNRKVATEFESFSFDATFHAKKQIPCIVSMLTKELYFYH
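Assay system – Procaspase-3 D3A mutant, all three cleavage aspartates alanine · Controls – DMSO-only low control, 5 µM PC-3 D3A high control · Schedule – 1 h compound preincubation, 2 h substrate hydrolysis at 25 °C · Signal – 405 nm absorbance of p-nitroaniline, reads at 0 and 120 min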
Numbers without * were called inactive; . = no result given.

SMILES	TPT1 inh	PP5 inh	AHR activator	HCV core dimer	PP1 inh	PAFAH2 inh	CTSL1 counter	procasp7 counter	procasp3 activ
CC(C)CC1Nc2ncnc(N3CCN(c4ccccc4)CC3)c2N(Cc2ccc(Br)cc2)C1=O (stereo not given)	-2	1.0	6	10	13	-7	-3	0	4
CCC(=O)N1CCc2cc(S(=O)(=O)NCCCN(CC)Cc3ccccc3)ccc21	-4	0.7	-2	0	0	2	2	2	4
Cc1nc(NN)nc(NCc2ccccc2)n1	2	-4.1	14	8	0	-2	-3	5	2
CC1CCCC(C)N1C(=O)COC(=O)CNC(=O)c1sc2ccccc2c1Cl (stereo not given)	2	0.5	12	6	-2	8	-4	8	0
Cc1ccc(-n2c(C)cc(/C=C3/C(=N)N4C(c5ccccc5)=CSC4=NC3=O)c2C)cc1	2	-0.5	1	1	-3	-4	1	1	10
CC1Cc2ccccc2N1CC(=O)c1c(N)n(Cc2ccccc2)c(=O)n(C)c1=O (stereo not given)	4	2.1	2	12	7	5	-1	17	-2
Cc1ccc(Cl)cc1NC(=O)COC(=O)c1ccc(N2CCCC2)c([N+](=O)[O-])c1	-1	1.8	1	15	0	.	1	-3	0
Cc1ccc(C)c(OCC(=O)Nc2nc3ccc([N+](=O)[O-])cc3s2)c1	-5	2.1	3	-1	-4	4	0	-6	-1
O=C(COC(=O)c1cc(Br)ccc1O)Nc1ccc2c(c1)OCO2	.	-0.1	7	.	1	37*	.	-2	3
CCC1CCCCN1CCNS(=O)(=O)c1ccc2c(c1)CCN2C(C)=O (stereo not given)	-2	1.8	4	-7	0	8	-4	5	7
COc1ccc(C(=O)N[C@H](C(=O)NCCc2ccc3c(c2)OCCO3)C(C)C)cc1	.	.	0	.	.	-2	.	7	4
CS(=O)(=O)N(CC(=O)N1CCOCC1)c1ccccc1	-2	2.8	-1	3	-1	4	-2	3	-6
COc1coc(/C=C/C(=O)O)cc1=O	-2	4.8	2	-10	-1	1	2	9	-8
CCN(C(=O)COC(=O)c1n[nH]c2ccccc12)c1ccccc1	.	0.5	3	.	-2	4	.	-5	3
Cc1noc(C)c1C(=O)OCC(=O)NCc1ccc(Cl)cc1	.	0.2	-1	.	-2	0	.	7	-2
CCN(CC)C(=O)c1nc[nH]c1C(=O)N1CCN(C(=O)OC(C)(C)C)CC1	.	-1.2	0	.	-2	0	.	6	0
C=CCNC(=O)c1ccc(C2SCC(=O)N2Cc2ccccc2)cc1 (stereo not given)	1	2.2	0	0	0	-1	-3	-1	1
CCOC(=O)c1[nH]c2ccccc2c1NC(=O)CCN1CC(C)OC(C)C1 (stereo not given)	-10	1.0	2	0	2	9	1	0	-3
C=C(C)C1CC=C(C)/C(=N/NC(=O)COc2ccccc2C)C1 (stereo not given)	-1	3.9	10	10	6	-1	-1	-8	5
COc1ccc(CCC(=O)OCC(=O)Nc2ccccc2)cc1	1	2.0	2	1	0	2	-4	-6	1
COc1ccc(C(=O)NC(=S)N2CCN(c3ccccc3OC)CC2)cc1OC	0	-0.1	0	4	-3	14	0	1	7
Cn1c(N)c(C(=O)c2ccc(F)cc2F)c(=O)n(C)c1=O	4	1.5	1	2	-1	4	-1	6	1
O=C(COc1ccc([N+](=O)[O-])cc1)Nc1cc(C(=O)O)cc(C(=O)O)c1	6	-1.1	6	5	-5	-4	-2	-3	-2
Cc1ccc2nc(NC(=O)C3CCCN(S(=O)(=O)c4cccnc4)C3)sc2c1 (stereo not given)	2	-0.6	7	3	-3	4	0	-2	4
O=C(CSc1n[nH]c(-c2ccc(S(=O)(=O)N3CCCCC3)cc2)n1)Nc1nccs1	0	-0.5	0	5	3	6	0	12	2
The results go on:
SMILES	TPT1 inh	PP5 inh	AHR activator	HCV core dimer	PP1 inh	PAFAH2 inh	CTSL1 counter	procasp7 counter	procasp3 activ
CCOC(=O)C1=C(C)Nc2ccccc2S1	-2	-0.2	19	-16	-2	1	-1	-14	-20
Cc1cc(C(=O)N[C@@H](c2ccccc2)[C@]2(C)C[C@H]2[C@@H](C)C(=O)Nc2ccc3ccccc3c2)no1	1	6.5	-1	6	0	-4	-5	-14	-4
CCOc1ccccc1C(=O)NCC(=O)NCC(c1ccc(OC)cc1)N1CCOCC1 (stereo not given)	4	-0.7	2	0	23*	-1	0	0	1
O[C@H]1c2ccccc2[C@H](Cc2cncs2)[C@@H]1Br	.	-0.2	8	.	-5	1	.	8	-3
COc1ccc2ccccc2c1CN1CCN(Cc2ccccc2)CC1	-2	0.5	0	-1	0	-1	-2	3	-1
NC(=NCCc1ccccc1)NS(=O)(=O)c1ccc(F)cc1	0	0.3	13	-3	3	4	2	-6	-4
Cc1cc2ccccn2c1C(=O)Nc1ccccc1	0	0.9	60*	9	-5	-2	10	5	-3
CC1=N/C(=C/c2cc(Br)cc(Br)c2O)C(=O)O1	2	5.1	8	0	-1	2	-2	9	-6
COc1cccc(N=Nc2ccc3cccnc3c2O)c1	-5	4.4	8	-14	31*	-2	0	16	-5
Cc1ccc(S(=O)(=O)n2nc(OC(=O)c3c(-c4ccccc4Cl)noc3C)cc2N)cc1	0	1.9	5	13	0	1	-2	-3	-23
O=C(CCNS(=O)(=O)c1ccc(Br)cc1)NCc1ccc(Cl)cc1	0	-1.3	2	8	-2	6	4	8	-5
O=C(Nc1nnc(Cc2ccc(Cl)cc2)s1)C1CCCO1 (stereo not given)	-5	-3.9	4	-1	-6	11	-14	-3	-5
COC(=O)c1ccc2c(C(C)(C)O)c(C(C)(C)O)[nH]c2c1	-3	-0.5	4	-8	-1	.	4	4	3
O=C(Nc1nccs1)c1ccc(COc2c(F)c(F)cc(F)c2F)cc1	2	3.1	10	1	3	-6	8	0	-6
Cc1n[nH]c(=S)n1-c1ccc(Cl)cc1	0	-1.6	2	-4	-3	4	1	0	2
O=C(Nc1nnc(C2CC2)s1)c1cc([N+](=O)[O-])ccc1N1CCCCC1	-1	5.0	49*	3	1	7	4	-6	-8
O=C(NC(=S)Nc1ccc(N2CCOCC2)c(Cl)c1)c1sc2ccccc2c1Cl	1	-0.4	1	-3	1	0	-3	17	0
CN=Cc1cc(-c2ccccc2)sc1O	1	2.0	6	-29	-2	4	0	-19	-8
Cc1ccc(C(=O)N2CCN(c3ccccn3)CC2)cc1[N+](=O)[O-]	-2	0.9	1	-2	1	-3	0	2	10
COc1ccc(OC)c2sc(N3CCc4ccccc4C3)nc12	0	2.8	7	-3	4	5	2	3	-2
O=C(/C=C/c1ccccc1[N+](=O)[O-])NNC(=O)c1ccncc1	.	1.4	6	.	-4	8	.	3	11
CC(NCc1ccc(F)cc1)C(=O)NC1CCCCC1 (stereo not given)	1	0.8	1	2	-4	-6	-1	2	4
COC(=O)c1cn(NC(=O)c2ccc(OC)c(OC)c2)c(=O)c2ccccc12	-4	-0.2	0	3	2	1	3	1	4
COC(=O)CSc1nnc(-c2ccncc2)o1	8	2.4	-2	3	-5	-3	-1	2	-5
CCOC(=O)c1c(C)n(-c2ccc(C)cc2)c2c(C(C(C)=O)C(=O)O)c(Br)c(O)c(O)c12 (stereo not given)	0	2.2	8	8	5	81*	7	-24	-1

A different layout for some results above:
structure | TPT1 inh | PP5 inh | AHR activator | HCV core dimer | PP1 inh | PAFAH2 inh | CTSL1 counter | procasp7 counter | procasp3 activ
O=C(CCNS(=O)(=O)c1ccc(Br)cc1)NCc1ccc(Cl)cc1 | 0 | -1.3 | 2 | 8 | -2 | 6 | 4 | 8 | -5
Cc1ccc(S(=O)(=O)n2nc(OC(=O)c3c(-c4ccccc4Cl)noc3C)cc2N)cc1 | 0 | 1.9 | 5 | 13 | 0 | 1 | -2 | -3 | -23
CCOC(=O)C1=C(C)Nc2ccccc2S1 | -2 | -0.2 | 19 | -16 | -2 | 1 | -1 | -14 | -20
O=C(Nc1nnc(Cc2ccc(Cl)cc2)s1)C1CCCO1 (stereo not given) | -5 | -3.9 | 4 | -1 | -6 | 11 | -14 | -3 | -5

(listing goes on)
SMILES	TPT1 inh	PP5 inh	AHR activator	HCV core dimer	PP1 inh	PAFAH2 inh	CTSL1 counter	procasp7 counter	procasp3 activ
CN(CC(=O)N1CCN(Cc2ccccc2)CC1)C(=O)Cc1cccc2ccccc12	.	2.0	-1	.	-3	0	.	-9	9
CC(=O)NC(CCS(C)(=O)=O)C(=O)Nc1cccc2ccccc12 (stereo not given)	-3	-0.2	4	7	-2	0	-2	8	7
COc1ccc(C(=O)Oc2ccc(/C=N/O)cc2)cc1	-2	-0.4	-2	0	-1	1	0	20	7
Cc1nc(NC(=O)/C=C/c2ccco2)sc1C	4	0.3	10	-3	-2	7	1	1	-9
Cn1c(SCC(=O)OC2CCCCC2)nnc1-c1ccc(S(=O)(=O)N2CCCC2)cc1	-1	0.3	-1	3	0	5	0	5	6
COc1cc(OC)cc(C(=O)Nc2ccc(S(=O)(=O)Nc3cc(C)nc(C)n3)cc2)c1	-2	0.8	-1	2	2	.	-5	13	2
CN1CCN(C(=O)c2ccccc2Nc2ccc(SC(F)F)cc2)CC1	2	0.4	-2	3	1	9	-2	2	-2
NNC(=O)CNC(=O)c1ccc(F)cc1	-2	2.2	-1	-5	-3	10	-2	6	3
CCCCN(c1ccccc1)c1ncnc2nc[nH]c12	-2	-5.9	11	-8	2	6	11	-3	-7
O=C(Nc1nccs1)c1cccc(S(=O)(=O)N2CCCCC2)c1	4	1.0	8	0	-1	15	-1	4	-1
Cc1ccc(S(=O)(=O)c2nc(S(C)(=O)=O)sc2N2CCN(C)CC2)cc1	-1	-1.6	0	-10	-3	5	2	-3	11
COC(=O)c1ccccc1NC(=O)CCS(=O)(=O)c1cc2c(cc1C)NC(=O)CO2	1	4.7	9	-5	8	-2	-5	-3	5
CN(C)C(/C=C/Nc1ccc([N+](=O)[O-])cc1)=C(C#N)C#N	0	1.8	32	2	-2	5	4	2	4
COc1ccc(/C=C2\SC(N3CCCCC3)=NC2=O)cc1	1	-5.0	49*	-15	-9	3	1	6	-3
Cc1cc(-c2csc(NC(=O)c3ccc(C#N)cc3)n2)c(C)n1Cc1ccccc1	6	2.0	1	52*	9	-9	-2	-5	0
CN(CC(=O)Nc1cccc(F)c1)C(=O)CCCc1nc2ccccc2c(=O)[nH]1	-3	-2.4	1	-2	-7	-1	1	4	2
CC(=O)NS(=O)(=O)c1ccc(NC(=O)c2ccc3c(c2)C(=O)N(CCC(C)C)C3=O)cc1	-1	0.6	-2	16	-4	-18	9	-5	-12
CCc1ccc(NC(=O)C2CCN(S(=O)(=O)c3ccc4c(c3)CC(C)N4C(C)=O)CC2)cc1 (stereo not given)	3	4.3	0	20	-1	4	-1	3	5
CCCOC(=O)c1cc(NC(=O)/C=C/c2ccccc2)ccc1O	-2	0.9	0	6	-1	.	1	7	3
CCCNC(=O)c1cc(S(=O)(=O)N2CCc3ccccc32)cn1C	2	-0.1	2	1	-2	-3	2	8	0
COC(=O)c1ccccc1NC(=O)Nc1ccc(Cl)cn1	-2	-0.5	4	-3	-1	-4	0	10	-4
COc1ccc(-c2nc(CN3CCN(Cc4ccccc4)CC3)c(C)o2)cc1	1	3.4	10	5	-3	-2	-1	2	-6

Screening data deposited in PubChem by The Scripps Research Institute Molecular Screening Center.
